High-throughput results (PubChem BioAssay)
TRPV1 ag = activates the human vanilloid receptor TRPV1; activation, % at 8.33 µM; TRPV1-expressing cells, Fluo-8 calcium influx, agonist mode; 320,000 tested, 0.19% active; in the data active = activation above about 80%; inconclusive = between about 30% and that limit; note: 0% is about no effect
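Fluo-8 calcium influx in TRPV1-expressing cells, kinetic read (ex 480/em 520 nm). Compound added and read 3 min for agonist activity, followed by capsaicin at EC20 final and 2 min further read for enhancement.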
MBNL1 CUG block = blocks human MBNL1 binding to CUG repeat RNA | Q9NR56 | TR-FRET MBNL1-His/biotin-(CUG)12 binding, 665/545 ratio | Potency, µM (highest dose often 57.5 µM), for the others: top-dose activity change, negative = inhibition, most hits filed as inhibitors | 280,000 tested, 0.036% active; active = well fitted inhibition curve with a large enough effect in the signal ratio, with a control signal flat, not every such curve was filed as active; inconclusive = small, poorly fitted or top-dose-only effect, or effect the other way, or a change in a side signal; inactive = no such curve, though single readings can be large or run the other way; the % refers to the signal ratio; note: potency is the fitted concentration of half-maximal effect; % is set by controls: 0 for no effect and ±100 for the full control effect
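Inhibition of protein-RNA binding appears as loss of TR-FRET between terbium anti-His antibody on MBNL1-His and streptavidin-XL665 on biotin-(CUG)12. Activity is normalized to buffer-only and uninhibited-complex controls.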
Integrin act MD = activators of alpha7 integrin expression for muscular dystrophy; AID 624291; alpha7betagal myoblasts, beta-gal FDG fluorescence, 48 h; Potency, µM (top dose mostly 38.3 µM), without a hit: at the highest dose activation, usual class: activators; 350,000 tested, 0.064% active;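 note: potency is the fitted concentration of half-maximal effect; 100% = response of the positive control SU9516; nearly all actives have a fitted effect of over 60% in size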
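Alpha7betagal+/- myoblasts (passage 13) were plated 16-24 hr, then exposed to compounds (1:260 dilution of DMSO stock) for 48 hours at 37C. After MPER lysis, β-galactosidase reporter activity was read as FDG fluorescence (ex 480/em 540) after 30 minutes.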
KCNH2 3.1 inh = inhibitors of human KCNH2 3.1 potassium channel isoform. 340,000 tested, 0.95% active. U2OS KCNH2 3.1, thallium flux FluxOr; active compounds read low. activity change, % (tested at about 1.8 µM);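 active = maximum activity change below -70%; inconclusive = maximum activity change from -70% to -50%; inactive = maximum activity change above -50%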;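 note: thallium influx rate constant from kinetic fluorescence after stimulation buffer; % is set by controls: 0 for no effect and ±100 for the full control effect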
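Normalized rate constant (relative to positive and negative DMSO controls) derived from a 2 min kinetic fluorescence read after stimulation; U2OS cells expressing the 3.1 isoform via virus at 1.77 x 10^8 /mL.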
KCNH2 WT inh = blocks the wildtype human KCNH2 potassium channel; Q12809; U2OS, BacMam KCNH2, thallium flux FluxOr; active compounds read low; activity change, % at 1.84 µM; 340,000 tested, 0.37% active;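 active = maximum activity change below -70%; inconclusive = maximum activity change between -70% and -50%; inactive = maximum activity change above -50%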; note: % is set by controls: 0 for no effect and ±100 for the full control effect
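U2OS cells were transduced with wild-type KCNH2 virus (2.03 x 10^8 / mL) for 4 h at room temperature, then cultured overnight at 37 C. Thallium flux was read with FluxOr dye. Rate constants were normalized to DMSO controls.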
CXXC DNA block = MLL CXXC-DNA interaction inhibition. MLL-CXXC / FITC-HOXA9 DNA fluorescence polarization. Potency, µM (highest dose often 115 µM), without a hit: at the highest dose activity change, negative = inhibition, usual class: inhibitors. 290,000 tested, 0.037% active. AID 2662; active = well fitted inhibition curve with a large enough effect in the polarisation, with a control signal flat, not every such curve was filed as active; inconclusive = small, poorly fitted or top-dose-only effect, or effect the other way, or a change in a side signal; inactive = no such curve, though single readings can be large or run the other way; the % refers to the polarisation; note: potency is the fitted concentration of half-maximal effect
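Steps: dispense CXXC domain solution (7 uM) → pin compounds or unlabeled HOX-A9 DNA control → 5 min ambient → add FLSN-HOX-A9 solution (50 nM) → spin → 30 min ambient → fluorescence polarization. Tris pH 7.5/NaCl/DTT/BSA buffer.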
GALK inhibitor = inhibitors of human galactokinase; P51570; Potency, µM (highest dose often 57.5 µM), for the others: top-dose activity change, negative = inhibition, most hits filed as inhibitors; 270,000 tested, 0.007% active; Purified GALK, Kinase-Glo residual ATP luminescence; note: potency is the fitted concentration of half-maximal effect; % is set by controls: 0 for no effect and ±100 for the full control effect
Target sequence (P51570 whole entry, looked up): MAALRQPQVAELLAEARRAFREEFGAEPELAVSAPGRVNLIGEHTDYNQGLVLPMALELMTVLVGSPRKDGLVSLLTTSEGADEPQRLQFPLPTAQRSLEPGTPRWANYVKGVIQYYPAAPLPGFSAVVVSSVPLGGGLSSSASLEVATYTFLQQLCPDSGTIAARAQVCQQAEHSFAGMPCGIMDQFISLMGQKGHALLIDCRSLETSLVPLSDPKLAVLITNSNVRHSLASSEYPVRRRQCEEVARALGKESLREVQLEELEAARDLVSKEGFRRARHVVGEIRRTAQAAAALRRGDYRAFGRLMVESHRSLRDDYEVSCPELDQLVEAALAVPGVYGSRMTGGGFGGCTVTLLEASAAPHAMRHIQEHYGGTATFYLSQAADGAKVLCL
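Luminescence from leftover ATP (Ultra-Glo luciferase/luciferin) served as read-out after a 1 h room-temperature reaction of 5 nM GALK with 35 uM ATP and 100 uM galactose.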
AT treatment = potential ataxia-telangiectasia treatments restoring KAP-1 phosphorylation | […] A-T fibroblasts, KAP-1 phosphorylation AlphaLISA; neocarzinostatin DNA damage 30 min before lysis | Potency, µM (doses to about 57.5 µM), for the others: at the highest dose activation, actives largely listed as activators | 320,000 tested, 0.19% active | AID 485349; note: potency is the fitted concentration of half-maximal effect; % of control where 0% means no effect; nearly all actives have a fitted effect of over 45% in size
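hTERT-immortalized A-T patient fibroblasts ([…]), 500 cells/well in OPTI-MEM, 1% FBS, got compounds for 60 min, then NCS for 30 min at 37C. Lysates were then assayed for phospho-KAP-1 by AlphaLISA (anti-pKAP1 donor, anti-KAP1 acceptor beads), 6 hr at 25C.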
FBPA coupling cs = inhibits coupling enzyme system, counter-screen for aldolase hits | coupling enzyme system counterscreen, AmpLite Red fluorescence | activity change, negative = inhibition, % at 58.2 µM, hits read low | 290,000 tested, 0.67% active; in the data active = activity change below about -30%; note: % is set by controls: 0 for no effect and ±100 for the full control effect
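Coupling enzymes only (glyceraldehyde-3-phosphate) + compound, at 57.5 uM final, 10 min RT; add substrate/coupling/AmpLite Red mix, 20 min RT; fluorescence ex 525/em 598 nm. Actives flag coupling-system interference.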
ASM inhibitor = human S-ASM enzyme inhibition | P17405 | placental ASM, HMU-PC fluorogenic substrate, 60 min | Potency, µM (titrated, usually from 57.5 µM), for inactives: top-dose activity change, negative = inhibition, actives largely listed as inhibitors | 340,000 tested, 0.006% active | AID 504937; note: potency is the fitted concentration of half-maximal effect
Target sequence (P17405 47-631 limits assumed): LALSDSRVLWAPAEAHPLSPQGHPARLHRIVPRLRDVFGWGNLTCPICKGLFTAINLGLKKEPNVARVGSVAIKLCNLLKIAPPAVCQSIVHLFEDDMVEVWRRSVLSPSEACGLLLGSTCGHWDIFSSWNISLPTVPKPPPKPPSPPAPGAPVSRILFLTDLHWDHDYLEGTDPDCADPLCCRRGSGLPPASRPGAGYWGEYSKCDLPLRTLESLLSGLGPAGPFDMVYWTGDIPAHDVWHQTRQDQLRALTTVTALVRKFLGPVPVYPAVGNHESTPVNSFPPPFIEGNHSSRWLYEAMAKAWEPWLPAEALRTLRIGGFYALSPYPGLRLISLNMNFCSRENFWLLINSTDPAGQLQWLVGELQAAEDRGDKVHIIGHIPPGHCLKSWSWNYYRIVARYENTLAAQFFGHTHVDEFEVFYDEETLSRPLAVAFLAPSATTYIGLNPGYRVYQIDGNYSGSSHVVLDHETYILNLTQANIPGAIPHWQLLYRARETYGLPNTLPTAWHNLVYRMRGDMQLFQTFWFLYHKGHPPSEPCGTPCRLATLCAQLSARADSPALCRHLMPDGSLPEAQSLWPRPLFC
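Fluorogenic HMU-PC substrate (9 uM final) is turned over by placental ASM in 60 min at 37 C after a 10 min compound preincubation. Reaction ended by alkaline stop (pH 10), with fluorescence read at 386/447 nm.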
An asterisk follows results filed as active; ? = inconclusive; . = no result given; [ ] = another dose, or the depositor's remark. Unless noted, calls come from the whole dose curve; as a rule, active = well fitted curve in the direction sought with a large enough effect; inconclusive = small, poorly fitted or top-dose-only effect, or another doubt; inactive = no such curve, though single readings can be large; an effect the other way counts as inactive or inconclusive. Compounds as they come (roughly 2% active in at least one column).

SMILES | TRPV1 ag | MBNL1 CUG block | Integrin act MD | KCNH2 3.1 inh | KCNH2 WT inh | CXXC DNA block | GALK inhibitor | AT treatment | FBPA coupling cs | ASM inhibitor
COc1cccc(NC(=O)Cc2nnc(SCC(=O)NC3CCCCC3)n2C)c1 | 0.9 | 2.0% | 12.9% | -0.8 | 11.7 | -3.8% | -1.3% | 9.5% | 1.5 | 4.6%
O=C(Nc1cccc(Cl)c1)Nc1nnc(-c2ccccc2)o1 | -0.7 | -2.7% | 4.8% | 24.2 | -1.2 | -1.3% | . | 5.0% | -1.3 | -0.5%
CCOC(=O)c1c(C=O)c2ccccc2n1CC | 6.7 | 15.5% | 16.5% | 7.3 | 11.0 | -13.0% | 0.7% | -1.2% | -1.5 | 1.4%
Cc1ccc(SCCNCc2ccco2)cc1 | 8.0 | 2.3% | 14.1% | 21.4 | -11.4 | 5.8% | -5.2% | -4.4% | 0.3 | -1.8%
CC(C)COC(=O)C(C)Nc1n[nH]c(=S)[nH]c1=O (stereo not given) | 0.2 | -0.1% | -19.6% | 1.1 | 2.8 | -1.3% | 0.7% | -0.4% | 0.1 | -4.9%
O=C(CSc1nc2ccccc2s1)CSc1nc2ccccc2s1 | 8.9 | 6.0% | 3.8% | 8.7 | 18.5 | 2.9% | -4.8% | 5.9% | -4.6 | -5.9%
CCCNC(=O)C1CC(c2ccccc2[N+](=O)[O-])=NO1 (stereo not given) | . | . | -14.3% | 0.5 | 6.1 | . | . | . | . | 2.9%
COc1cc(-c2nnc(SCC(=O)c3ccc(C)cc3)o2)cc(OC)c1OC | 26.0 | 7.6% | 11.6% | -2.1 | -1.7 | 1.5% | -1.2% | 1.6% | 5.2 | ?
Cc1cc(Br)ccc1NC(=O)CNC(=O)CSc1n[nH]c(N)n1 | -4.5 | 1.0% | 3.9% | 8.4 | 2.4 | -2.0% | -4.0% | 5.8% | 1.8 | 2.4%
CC(C)OCCCNC(=O)c1c(N)n(/N=C/c2cccs2)c2nc3ccccc3nc12 | 0.5 | -5.9% | 9.9% | 5.6 | -1.3 | -1.9% | -5.1% | 0.1% | 0.3 | 200.3%[activator]
COc1ccc(CC2(CO)CCN(Cc3nc(C(C)C)cs3)CC2)cc1 | 1.6 | 2.7% | -20.9% | 2.2 | 3.0 | -1.4% | 3.0% | 2.4% | 0.4 | -2.6%
CCOC(=O)c1c(S(=O)(=O)N2CCCC2)c(C)n(C)c1C | 1.3 | -5.5% | ? | 1.2 | 11.2 | 4.3% | -4.6% | 8.8% | -0.8 | -1.3%
CSc1cccc(N2CC(C(=O)N(Cc3nnc(-c4ccccc4Cl)o3)C3CC3)CC2=O)c1 (stereo not given) | 7.9 | -6.3% | 1.1% | -16.3 | 3.3 | 0.1% | 6.9% | 20.9% | . | -3.3%
CCNS(=O)(=O)c1ccc(NC(=S)NCC2CCCO2)cc1 (stereo not given) | 5.4 | -7.7% | -20.4% | 14.4 | 1.6 | ? | 0.7% | 3.8% | -0.1 | 0.9%
NC(=O)C1=C[C@H](c2ccccc2)C[C@H](OCc2ccc(CO)cc2)O1 | 1.3 | 19.5% | 15.7% | 9.3 | -5.3 | ? | 1.2% | 34.7% | -9.7 | 7.5%
Cn1c(N)nc2ccccc2c1=O | -1.0 | -4.5% | -7.6% | 5.6 | -0.4 | -0.6% | 5.0% | -15.4% | -0.3 | 2.6%
CCOc1nc(NCc2ccco2)nc(Nc2ccc(OC)cc2)n1 | ? | 3.2% | 24.2% | -24.8 | -6.2 | 6.9% | 0.1% | -4.3% | 0.7 | -5.3%
COc1ccc(NC(=O)C2CCN(C(=O)c3ccco3)CC2)c(OC)c1 | 7.5 | -3.5% | -5.2% | -2.0 | 6.5 | 59.9%[activator] | 0.0% | 3.6% | 1.8 | 2.0%
Cc1cc(NC(=O)c2noc3c2CCCC3)no1 | 12.3 | -10.2% | -2.6% | -10.0 | 20.3 | 4.8% | 0.9% | -1.4% | 0.6 | 1.2%
CCCn1c(SCc2ccon2)nc2ccccc2c1=O | 26.2 | 1.5% | 21.3% | 5.1 | -0.2 | -4.7% | 1.3% | . | 3.5 | 0.6%
COc1ccc(N(CC(=O)NC(C)c2ccccc2)S(=O)(=O)c2c(C)noc2C)cc1 (stereo not given) | 0.2 | -0.8% | 0.0% | 6.9 | -3.6 | 15.4% | -4.2% | 5.2% | . | -1.6%
Cc1ccc2c(c1)C(c1ccccc1)N(C(=O)CC(C)C)CC(=O)N2 (stereo not given) | -0.3 | -13.7% | 20.3% | 9.3 | 2.7 | 13.8% | 0.2% | 3.55µM* | 5.2 | -4.0%
O=C(c1cccc(N2CCNC2=O)c1)N1CCCC(Nc2cccc(F)c2)C1 (stereo not given) | -1.1 | -8.3% | 13.2% | -15.4 | -4.2 | 1.3% | -6.6% | 10.0% | . | 6.1%
O=C(Cc1ccc(F)cc1)N(c1ccc(F)cc1)C1C=CS(=O)(=O)C1 (stereo not given) | 0.3 | -1.7% | 12.7% | -4.4 | 2.3 | -10.4% | 3.2% | -2.8% | 1.1 | 2.2%
COc1ccc(NC(=O)N2CCC(NC(=O)c3ccco3)CC2)cc1 | 1.4 | 0.7% | 5.6% | 4.4 | 3.7 | -7.2% | -1.8% | 1.7% | 0.5 | 4.5%
NC(N)=NS(=O)(=O)c1ccc(NC(=S)NC(=O)/C=C/c2cccs2)cc1 | -2.8 | 6.5% | 13.4% | 8.6 | -5.4 | 86.3%[activator] | 1.6% | -3.3% | 0.9 | 4.9%
Clc1ccccc1Nc1nc(-c2cccnc2)cs1 | -0.2 | ? | 6.5% | 5.7 | 0.6 | 0.8% | 2.0% | -1.4% | -1.7 | -3.0%
Cc1cc(-c2ccccc2)nn1-c1nc2c(c(=O)[nH]c(=O)n2C)n1C | 0.2 | -0.3% | -7.2% | . | -23.7 | 5.4% | -0.2% | 0.8% | 1.7 | 1.5%
CCc1nnc(NC(=O)c2ccc(Cl)nc2)s1 | -5.6 | -1.8% | 11.8% | -14.0 | 1.8 | -7.0% | 0.4% | -2.8% | -24.0 | 4.6%
O=C(CN1CCCCC1)N1CCN(C(=O)CN2CCCCC2)CC1 | -1.3 | 4.9% | . | . | . | -1.3% | 7.7% | 5.5% | 3.2 | .
O=c1cc(CO)oc(CN2CCC(Cc3ccccc3)CC2)c1O | -0.5 | -6.5% | -19.2% | -0.5 | 1.1 | -7.6% | -0.7% | -0.1% | -0.3 | 0.1%
CCOC(=O)c1c(C)c(C(=O)NC2CCCCCC2)c(C)n1C | 2.4 | -2.1% | -16.4% | 1.9 | 3.4 | 2.5% | -2.1% | -1.1% | 0.2 | 0.5%
COc1ccc2[nH]cc(CCNC(=O)C3CCCO3)c2c1 (stereo not given) | 0.1 | 7.9% | 18.8% | -4.3 | 1.1 | 6.9% | 0.8% | 3.4% | -1.6 | 8.6%
CCCCC/C=N/NC(=O)c1[nH]c2ccc([N+](=O)[O-])cc2c1C | 2.1 | . | -6.9% | 6.3 | -1.5 | -1.1% | 7.8% | -2.0% | 1.1 | -10.5%
COc1cccc(NC(=S)N(CCCN2CCOCC2)Cc2cn(C)c3ccccc23)c1 | 11.0 | 7.2% | 1.2% | -1.0 | -3.2 | -7.3% | . | -3.8% | -1.2 | 0.3%
COc1ccc(CNC(=O)CN2C(=O)COc3ccc(S(=O)(=O)N4CCCC4)cc32)cc1 | -1.5 | 2.3% | -8.0% | 18.2 | -6.6 | 30.5%[activator] | -3.1% | 0.0% | . | -2.1%
Cc1cccc(N(C(=O)Cc2cccs2)C(C(=O)NC2CCCC2)c2ccsc2)c1 (stereo not given) | 13.9 | -0.5% | 23.7% | -8.2 | -0.4 | 2.3% | -0.8% | -2.3% | 4.2 | 2.1%
O=C(COC(=O)CNS(=O)(=O)c1cccc(Br)c1)NC(=O)Nc1ccc2c(c1)OCCO2 | 2.0 | . | -11.6% | -0.1 | -0.8 | 9.8% | -3.3% | 10.6% | -0.3 | -5.6%
COc1cc(NC(=O)c2ccc(S(=O)(=O)N(C)c3ccccc3OC)cc2)cc(OC)c1 | . | . | -9.3% | -23.5 | -2.7 | . | . | -1.7% | . | -2.4%
O=C(NC1CCCC1)C(c1ccc(N2CCOCC2)cc1)N(C(=O)c1ccco1)c1ccccc1F (stereo not given) | 6.9 | 1.4% | 11.0% | -7.9 | 0.2 | 9.0% | -1.0% | 0.1% | 1.0 | -0.2%
